S100A4 inh HTS = inhibitors of S100A4-myosin IIA peptide binding, primary screen, biochemical, fluorescence polarization, TAMRA-MyoIIA peptide | Protein S100-A4 (Homo sapiens), P26447 | inhibition, % at 10.7 µM | 0.14% of 360,000 active;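 active = mean inhibition of at least 70% across replicates, with every replicate also reaching that level; inconclusive = mean inhibition reaches 70% but some replicates fall short; inactive = mean inhibition below 70%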
Target sequence (P26447 whole entry, looked up): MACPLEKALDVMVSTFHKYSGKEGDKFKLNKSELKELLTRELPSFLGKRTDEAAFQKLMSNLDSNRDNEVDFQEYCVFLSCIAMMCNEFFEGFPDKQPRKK
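incubation = readout 5 min after mixing, signal stable up to 60 min | system = S100A4 monomer protein | buffer or medium = HEPES pH 7.2 with CaCl2, KCl, NaCl, DTT, Triton | benchmarks = neutral control DMSO, positive control TFP | also added = fluorescent myosin IIA peptide, 5 nM | compound dosing = one concentration per compound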
PGC1a acetyl inh = inhibitors of PGC1a acetylation signal, primary screen, cell-based, U2OS, AlphaScreen, inhibitor mode | AlphaScreen anti-acetyl-lysine; with virally co-expressed GCN5 acetyltransferase | inhibition, % at 15.6 µM | 0.17% of 350,000 active;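 active = every replicate shows inhibition of at least 40%; inconclusive = mean inhibition at least 40% but some replicate below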;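 note: 0% = neutral control wells and 100% = positive control wells; some results beyond the cut were filed as inactive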
LGR2 inh = inhibitors of bursicon-induced LGR2 CRE-luciferase signal, primary screen, cell-based, HEK293, CRE-luciferase reporter, bursicon stimulation; bursicon-stimulated, 4 h; inhibition, % at 9.99 µM; 0.35% of 380,000 active;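 active = drop in luminescence signal, shown as inhibition above about 50% in the replicate tests, limit read from the data, passing the limit was not always enough; inconclusive = probably only some replicates passing the limit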;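 note: agonist challenge used bursicon conditioned medium at about half maximal strength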
SIRT5 inh = SIRT5 desuccinylase inhibitors, primary screen, biochemical, fluorescence imaging, single point, set 5; Purified SirT5, succinyl-peptide AMC, trypsin-coupled fluorescence; NAD-dependent protein deacylase sirtuin-5, mitochondrial (Homo sapiens), Q9NXA8; inhibition, % at 15 µM; 1.1% of 330,000 active; in the data active = inhibition above about 15%; inconclusive = no clear call, values can overlap the other calls
Target sequence (Q9NXA8 whole entry, looked up): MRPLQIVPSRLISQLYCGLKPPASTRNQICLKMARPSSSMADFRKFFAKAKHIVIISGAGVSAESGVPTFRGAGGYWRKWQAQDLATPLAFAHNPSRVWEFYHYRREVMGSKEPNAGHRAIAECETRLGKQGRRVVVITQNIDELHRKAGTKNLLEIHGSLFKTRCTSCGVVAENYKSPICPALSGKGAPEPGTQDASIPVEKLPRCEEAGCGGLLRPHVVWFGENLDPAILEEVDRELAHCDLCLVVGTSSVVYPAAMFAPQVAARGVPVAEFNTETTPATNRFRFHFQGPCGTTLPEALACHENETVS
Xi reactivation = activators of inactive X chromosome reactivation, primary screen, imaging, XiGFP fibroblasts, GFP high-content imaging, set 2; 0.055% of 360,000 active; XiGFP mouse fibroblasts, % GFP-positive cells imaging, 3 d; cells co-treated with 5-aza-dC sensitizer; scaled so ellipticine positive control = 100%; activation, % at 7.58 µM; AID 743238, 2013;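 active = mean normalized replicate activation at least 10% and every replicate at or above 10%; inconclusive = only one of the two criteria met; inactive = mean below 10% and not all replicates reach 10%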;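 note: 0% = median of on-plate neutral control wells and 100% = ellipticine 6 µM median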
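Material: XiGFP fibroblasts, SV40-immortalized. Buffer or medium: DMEM plus 5-aza-dC sensitizer. Compound: single concentration per compound, delivered by pin transfer. Times: 3 days compound exposure. Controls: ellipticine 6 µM.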
The depositor's hits bear a star; & = joins results of further samples.

What do the screens show for `CN(C)C(=O)c1cccc(-c2ccc(C3[C@@H]4CN(Cc5ccccc5F)C[C@H]3N4)cc2)c1` (some centres undefined)?
PGC1a acetyl inh: 6&9; LGR2 inh: 2&-27; Xi reactivation: 0.1&0.0

What do the screens show for `C[C@@H]1CN([C@H](C)CO)C(=O)c2cc(NC(=O)Nc3ccc(F)cc3)ccc2O[C@@H]1CN(C)C(=O)Nc1ccc(C(F)(F)F)cc1`?
PGC1a acetyl inh: 2; LGR2 inh: -3; Xi reactivation: -1.1

Results for Cc1ccccc1-c1ccc(C2[C@@H]3CN(Cc4ccc5c(c4)OCO5)C[C@H]2N3)cc1 (some centres undefined) ?
PGC1a acetyl inh: -21&-17; LGR2 inh: 0&-8; Xi reactivation: 0.0&0.0

How did COc1ccc(OCCCC(=O)Nc2cccc([N+](=O)[O-])c2C)cc1 do in these assays?
PGC1a acetyl inh: 0; LGR2 inh: -5; Xi reactivation: -0.2

What do the screens show for `CCC(=O)N1CC2(CCN(S(C)(=O)=O)CC2)c2c(n(C)c3cc(OC)ccc23)[C@@H]1CO`?
PGC1a acetyl inh: 12; LGR2 inh: 3; Xi reactivation: 0.3

How did COc1ccc2c3c(n(C)c2c1)[C@@H](CO)N(C(=O)c1ccccn1)CC31CCN(C)CC1 do in these assays?
PGC1a acetyl inh: -6; LGR2 inh: 13; Xi reactivation: 0.2

Results for COc1ccc2c3c([nH]c2c1)[C@@H](CO)N(C(=O)CN1CCOCC1)CC31CCN(C(C)=O)CC1 ?
PGC1a acetyl inh: 0; LGR2 inh: -12; Xi reactivation: 0.2

How did CC(Cl)C(=O)NC(=O)NC12CC3CC(CC(C3)C1)C2 (centres undefined) do in these assays?
PGC1a acetyl inh: 9; LGR2 inh: 2; Xi reactivation: -0.2

Results for Fc1ccccc1-c1ccc(C2[C@@H]3CN(Cc4ccccc4)C[C@H]2N3)cc1 (some centres undefined) ?
PGC1a acetyl inh: -14&-24; LGR2 inh: -1&-20; Xi reactivation: 0.2&0.0

Results for CCCNC(=O)N1CC2(CN(C(=O)c3cccnc3)C2)c2c([nH]c3cc(OC)ccc23)[C@@H]1CO ?
PGC1a acetyl inh: 5; LGR2 inh: -7; Xi reactivation: 0.2

Results for COc1ccc2c3c([nH]c2c1)[C@@H](CO)N(Cc1cc(F)ccc1F)CC31CCN(C(C)=O)CC1 ?
PGC1a acetyl inh: -3; LGR2 inh: -30; Xi reactivation: inconclusive

What do the screens show for `CCC(=O)N1CC2(CCN(Cc3ccc(Cl)cc3)CC2)c2c([nH]c3cc(OC)ccc23)[C@H]1CO`?
PGC1a acetyl inh: -8; LGR2 inh: 4; Xi reactivation: 0.1

What do the screens show for `COc1ccc2c3c([nH]c2c1)[C@H](CO)N(C(=O)CN(C)C)CC31CN(Cc2ccccc2Cl)C1`?
PGC1a acetyl inh: -36; LGR2 inh: 6; Xi reactivation: 0.3

How did CC(C)CC#Cc1ccc2c(c1)O[C@H](CN(C)Cc1ccccc1)[C@H](C)CN([C@@H](C)CO)S2(=O)=O do in these assays?
PGC1a acetyl inh: 48*; LGR2 inh: -14; Xi reactivation: -1.2

Results for C/C=C/c1ccc(C2[C@@H]3CN(C(=O)Nc4ccc5c(c4)OCO5)C[C@H]2N3)cc1 (some centres undefined) ?
PGC1a acetyl inh: 9&15; LGR2 inh: -10&-4; Xi reactivation: 0.2&0.0

What do the screens show for `Cc1noc(C)c1S(=O)(=O)Nc1ccc2c(c1)C(=O)N([C@@H](C)CO)C[C@@H](C)[C@H](CN(C)C(=O)Nc1ccccc1)O2`?
PGC1a acetyl inh: 8; LGR2 inh: -13; Xi reactivation: -0.8

Results for O=C(O)c1ccc(NC(=S)NC2CCCCC2)cc1 ?
PGC1a acetyl inh: 0; LGR2 inh: -31; Xi reactivation: -0.1

How did COCCn1c(C)cc(C(=O)CSc2nc3nc(C)cc(C)n3n2)c1C do in these assays?
PGC1a acetyl inh: -8; LGR2 inh: -5; Xi reactivation: -0.2

Results for COc1ccc2c3c([nH]c2c1)[C@@H](CO)N(C(=O)Nc1ccc(F)cc1)CC31CN(Cc2ccccc2OC)C1 ?
PGC1a acetyl inh: -25; LGR2 inh: 22; Xi reactivation: 0.2

Results for CCOc1ccc2nc(SCc3ccc(OC)cc3)sc2c1 ?
PGC1a acetyl inh: -2; LGR2 inh: -22; Xi reactivation: -0.2

How did CCC(=O)N1CCC2(CC1)CN(C(=O)NC1CCCC1)[C@@H](CO)c1c2c2ccc(OC)cc2n1C do in these assays?
PGC1a acetyl inh: 5; LGR2 inh: 2; Xi reactivation: 0.0

What do the screens show for `COc1ccc2c3c([nH]c2c1)[C@H](CO)N(CC1CC1)CC31CCN(Cc2ccccc2F)CC1`?
PGC1a acetyl inh: -4; LGR2 inh: 17; Xi reactivation: 0.2

Results for Cc1noc(C)c1NC(=O)Nc1cccc2c1O[C@H](CN(C)C(=O)Nc1ccc(F)cc1)[C@@H](C)CN([C@@H](C)CO)C2=O ?
PGC1a acetyl inh: -6; LGR2 inh: -4; Xi reactivation: 0.2

Results for COc1ccc2c3c(n(C)c2c1)[C@@H](CO)NCC31CN(C(=O)c2ccccc2)C1 ?
PGC1a acetyl inh: 2; LGR2 inh: 0; Xi reactivation: 0.3

How did O=C(CCNC(=O)c1ccc(Cl)cc1)Nc1ccc(F)cc1F do in these assays?
PGC1a acetyl inh: -11; LGR2 inh: -9; Xi reactivation: 0.0

Results for Cc1noc(C)c1NC(=O)N(C)C[C@@H]1Oc2c(NC(=O)Nc3ccccc3)cccc2C(=O)N([C@@H](C)CO)C[C@H]1C ?
PGC1a acetyl inh: -10; LGR2 inh: 22; Xi reactivation: -0.1

Results for C[C@H]1CN([C@@H](C)CO)C(=O)c2cc(NS(=O)(=O)c3ccc(Cl)cc3)ccc2O[C@H]1CN(C)S(C)(=O)=O ?
PGC1a acetyl inh: -6; LGR2 inh: -12; Xi reactivation: 0.1

What do the screens show for `CCCNC(=O)N1CC2(CCN(CC3CCOCC3)CC2)c2c(n(C)c3cc(OC)ccc23)[C@@H]1CO`?
PGC1a acetyl inh: -2; LGR2 inh: 4; Xi reactivation: 0.3

Results for Cc1c(Cl)cccc1NCC(=O)Nc1ccc(Cl)cc1F ?
PGC1a acetyl inh: -4; LGR2 inh: 4; Xi reactivation: 0.2

Results for Cc1noc(C)c1S(=O)(=O)N(C)C[C@@H]1Oc2ccc(NS(=O)(=O)c3ccc(F)cc3)cc2C(=O)N([C@H](C)CO)C[C@@H]1C ?
PGC1a acetyl inh: 0; LGR2 inh: 0; Xi reactivation: -0.4

What do the screens show for `COCC(=O)N1CC2(C1)CN(Cc1cccc(OC)c1)[C@@H](CO)c1[nH]c3cc(OC)ccc3c12`?
PGC1a acetyl inh: 6; LGR2 inh: -1; Xi reactivation: 0.1

What do the screens show for `Cc1noc(C)c1NC(=O)Nc1ccc2c(c1)C(=O)N([C@@H](C)CO)C[C@@H](C)[C@H](CN(C)C(=O)Nc1ccccc1)O2`?
PGC1a acetyl inh: 2; LGR2 inh: -11; Xi reactivation: 0.0

What do the screens show for `O=C(c1cnccn1)N1C[C@@H]2N[C@H](C1)C2c1ccc(/C=C/c2ccccc2)cc1` (some centres undefined)?
PGC1a acetyl inh: 10&1; LGR2 inh: -8&7; Xi reactivation: 0.0&0.1

What do the screens show for `CCc1ccc(C(=O)NC(CCSC)C(=O)O)cc1` (centres undefined)?
PGC1a acetyl inh: 4; LGR2 inh: -5; Xi reactivation: 0.0

How did Cc1ccccc1Nc1nc(N)nc(COC(=O)CC2CC3CCC2C3)n1 (centres undefined) do in these assays?
PGC1a acetyl inh: -1; LGR2 inh: -23; Xi reactivation: -0.1

What do the screens show for `COc1ccc2c3c([nH]c2c1)[C@H](CO)N(C(=O)c1ccccc1)CC31CN(S(=O)(=O)c2cccs2)C1`?
PGC1a acetyl inh: -13; LGR2 inh: 8; Xi reactivation: 0.2

Results for COc1ccc(C(=O)n2cc(C(=O)c3cc(C)ccc3O)cn2)cc1 ?
PGC1a acetyl inh: 5; LGR2 inh: 7; Xi reactivation: 0.0

What do the screens show for `COc1ccc2c3c(n(C)c2c1)[C@H](CO)N(C(=O)CN1CCOCC1)CC31CCN(C)CC1`?
PGC1a acetyl inh: -4; LGR2 inh: -6; Xi reactivation: 0.2

How did COc1cc(CN2C[C@@H]3N[C@H](C2)C3c2ccc(-c3cncnc3)cc2)cc(OC)c1 (some centres undefined) do in these assays?
PGC1a acetyl inh: 2&5; LGR2 inh: 7&2; Xi reactivation: 0.1&0.0

How did CC(C)NC(=O)Nc1cccc2c1O[C@@H](CN(C)S(=O)(=O)c1cccs1)[C@@H](C)CN([C@H](C)CO)C2=O do in these assays?
PGC1a acetyl inh: -2; LGR2 inh: -1; Xi reactivation: -0.2

Structures shown so far that have a COOH group:
Results for O=C(O)c1ccc(NC(=S)NC2CCCCC2)cc1 ?
PGC1a acetyl inh: 0; LGR2 inh: -31; Xi reactivation: -0.1

What do the screens show for `CCc1ccc(C(=O)NC(CCSC)C(=O)O)cc1` (centres undefined)?
PGC1a acetyl inh: 4; LGR2 inh: -5; Xi reactivation: 0.0

Continued:
How did O=C1C(Cc2ccc(F)cc2)SC(=Nc2ccccc2)N1c1ccccc1 (centres undefined) do in these assays?
PGC1a acetyl inh: 5; LGR2 inh: 20; Xi reactivation: 0.3

Results for O=C(CCN1CCCCC1)NCC[C@@H]1CC[C@H](NC(=O)C2CCCCC2)[C@H](CO)O1 ?
LGR2 inh: 13; SIRT5 inh: -5; Xi reactivation: inconclusive

How did COc1ccc(CN2C[C@H](COCc3ccccc3)Oc3cccc(Oc4ccc(C(C)C)cc4)c3S2(=O)=O)cc1 do in these assays?
S100A4 inh HTS: -2; LGR2 inh: 2; Xi reactivation: 0.0

How did O=C1NC[C@H](CCCCN2C[C@H](Cc3ccccc3)N(CCC3CCCCC3)C(=O)C2=O)N(CC2CCCCC2)C1=O do in these assays?
S100A4 inh HTS: 6; LGR2 inh: -13; Xi reactivation: -0.1

What do the screens show for `COC(=O)Cn1c(C(=O)N2CCCC2)cc2c1C[C@H]1CN(C(=O)c3ccccc3)[C@@](Cc3ccc(OC)cc3)(C(=O)OC)[C@@H]21`?
S100A4 inh HTS: 16; LGR2 inh: -22; Xi reactivation: 0.0

Results for COC(=O)[C@@]1(Cc2ccc(F)cc2)[C@H]2c3cc(C(=O)N4CCCC4)n(CC4CC4)c3C[C@H]2CN1C(=O)c1ccccc1 ?
S100A4 inh HTS: 2; LGR2 inh: 7; Xi reactivation: 0.0

How did CN(Cc1ccccc1)S(=O)(=O)c1cn(C)cn1 do in these assays?
S100A4 inh HTS: 5; LGR2 inh: 12; Xi reactivation: 0.0

What do the screens show for `CCOC(=O)C1=CCN(S(C)(=O)=O)C1c1ccc(Cl)cc1` (centres undefined)?
S100A4 inh HTS: -3; LGR2 inh: -11; Xi reactivation: -0.1

What do the screens show for `CCOC(=O)[C@]12CCC=C1N(Cc1ccccc1)C(=O)[C@H](CC(=O)NCc1cccs1)C2`?
S100A4 inh HTS: -2; LGR2 inh: 23; Xi reactivation: 0.1

What do the screens show for `CC(C)c1ccc(Oc2cccc3c2S(=O)(=O)N([C@H](C)c2ccccc2)C[C@@H](COCc2ccccc2)O3)cc1`?
S100A4 inh HTS: 2; LGR2 inh: -1; Xi reactivation: 0.0

Results for COC(=O)c1ccc2nc(-c3ccc(Cl)cc3)c(CC3CCCCC3)n2c1 ?
S100A4 inh HTS: 6; LGR2 inh: -26; Xi reactivation: 0.1

What do the screens show for `O=S1(=O)c2ccc(Br)cc2OCCC2CCCCN21` (centres undefined)?
S100A4 inh HTS: 1; LGR2 inh: -5; Xi reactivation: 0.0

Results for COc1ccc(NC(=O)c2cc(-c3sc(NC(=O)c4ccccc4)nc3C)n(Cc3ccccc3)n2)cc1 ?
S100A4 inh HTS: 0; LGR2 inh: 12; Xi reactivation: 0.1

Assay outcomes from PubChem BioAssay.

Some of the compounds tested; count on the stated rates, not on these rows.
